# Giardia kill: Small Molecules that selectively kill Giardia lamblia: qHTS. activity change, % at 7.66 µM, hits read low. Giardia lamblia trophozoite viability. hit rate 0.15% among 340,000; in the data active = activity change below about -80%; inconclusive = between about -30% and that limit;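 note: parasites exposed to compound for two days anaerobically before the ATP read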
#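 Trophozoite viability was measured as ATP-dependent luminescence, read 15-30 min after reagent addition. Before that, parasites at 100 cells/well were exposed to compounds for 48 h, anaerobically, at 37 deg C.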
# Starred values were filed as active, the others as inactive; ? = inconclusive; & = joins results of further samples; [ ] = another dose, or the depositor's remark. % is set by controls: 0 for no effect and ±100 for the full control effect.
SMILES,Giardia kill
O=S(=O)(c1ccc(Cl)cc1)N1CCN(c2nc(-c3ccccc3)nc3ccccc23)CC1,5.6
Cc1ccc(S(=O)(=O)N(C)CCN(C)c2nc(-c3cccs3)nc3ccccc23)cc1,10.1
CC(SC1=NS(=O)(=O)c2ccccc21)C(=O)O (stereo not drawn),-6.6
Cc1ccc(S(=O)(=O)N2CCN(c3nc(-c4cccs4)nc4nc[nH]c34)CC2)cc1,7.6
CC(C)C(=O)Nc1nc2c(ncn2[C@H]2CC(O)[C@@H](CO)O2)c(=O)[nH]1 (stereo partly drawn),-9.1
COc1ccc(CNc2ncnc3nc[nH]c23)cc1OC,15.4&4.4
Cc1ccc(NC(=O)c2ccc(-n3nncc3-c3ccccc3)cc2)cc1,2.0
COc1ccccc1Nc1nc(NCCCCO)nc(N2CCCC2)n1,3.8
CSc1sc(C(=O)NN)c2c1C(O)CCC2 (stereo not drawn),3.9
O=S(=O)(c1ccc2c(c1)CCC2)N1CCN(c2nc(-c3ccccc3)nc3ccccc23)CC1,14.1
O=C(COC(=O)c1ccc(C(F)(F)F)cc1)NC(=O)C1CCCCC1,-7.6
CCCCNC(=O)Cn1c(SCc2ccccc2C)nc2ccncc21,-7.8
OCCNc1ncnc2oc(-c3ccco3)c(-c3ccco3)c12,-2.8
O=C(O)CSC1=NS(=O)(=O)c2ccccc21,51.6[activator]
CC1(C)CCc2cc(S(=O)(=O)N3CCN(c4nc(-c5cccs5)nc5ccccc45)CC3)ccc2O1,-0.1
O=C(Nc1ccc2nc(-c3ccccn3)c(-c3ccccn3)nc2c1)N1CCCC1,-13.0
COc1ccc(CCn2c3c(c(=O)[nH]c2=S)CN(C(C)C)CN3)cc1OC,-2.7
CS(=O)(=O)c1ccc(C(=O)OCC(=O)N2CCCC2)cc1[N+](=O)[O-],-17.5
COc1ccc(-c2nc(N3CCN(S(=O)(=O)c4ccc(C)cc4)CC3)c3ccccc3n2)cc1,17.1
OCCNc1nc(Nc2ccccc2OC(F)(F)F)nc(N2CCCC2)n1,-10.1

# Among those listed so far, two contain a CF3 group.
SMILES,Giardia kill
O=C(COC(=O)c1ccc(C(F)(F)F)cc1)NC(=O)C1CCCCC1,-7.6
OCCNc1nc(Nc2ccccc2OC(F)(F)F)nc(N2CCCC2)n1,-10.1

# (next part)
SMILES,Giardia kill
Cc1ccccc1-c1nc2c(=O)n(C)c(=O)nc-2n(C)n1,-86.5*
CC(=O)Oc1ccc2nonc2c1OC(C)=O,-1.2
O=C(CNC(=O)c1ccccc1)OCC(=O)c1cccc2ccccc12,6.2
CCOc1cc(-c2ccc3c(c2)OCO3)cc(=[O+]CC)c2c(C)oc(C)c12,-0.4&-2.0
CC(=O)Nc1ccc(Nc2nc(Nc3ccc(Cl)cc3)nc(N3CCOCC3)n2)cc1,-11.4
COc1ccc(S(=O)(=O)N2CCN(c3nc(-c4cccs4)nc4ccccc34)CC2)cc1,5.6&44.1
O=C(NNc1cc(Cl)cc(Cl)c1)c1sccc1Cl,15.7
O=C(CNC(=O)C1CCCCC1)OCC(=O)c1ccc(C2CCCCC2)cc1,-1.9
S=c1[nH]c(=S)c2[nH]cnc2[nH]1,9.0
CCCN(CCC)c1nc(N)nc(C#N)n1,7.0
O=C(CNC(=O)C(c1ccccc1)c1ccccc1)OCC(=O)c1ccc2ccccc2c1,6.4
O=C(c1cccc(Cl)c1Cl)N(Cc1ccco1)Cc1cccs1,21.1
CCOc1ccc(Cl)cc1Nc1nc(NCCO)nc(N2CCCC2)n1,-7.5
Cc1cccc(CN2C(=O)[C@H]3Cc4c([nH]c5ccccc45)C(C)(C)N3C2=O)c1,16.9
COc1ccc(N2C(=O)c3ccccc3NC2c2ccc(OC)c(COc3ccccc3F)c2)cc1 (stereo not drawn),-5.9
CCCN1CNc2c(c(=O)[nH]c(=S)n2CCC)C1,-3.9
O=C(Nc1ccccc1)c1ccc(-n2nncc2-c2ccccc2)cc1,-25.8
COc1ccc(CN(Cc2ccccc2)C(=O)c2ccno2)cc1COc1ccc(NC(C)=O)cc1,11.2
Cc1ccc(CNc2ncnc3[nH]ncc23)o1,6.0
C[C@H]1CCC[C@@]2(O[C@@H](CCO)C[C@H](O)[C@H]2O)O1,5.3
O=S(=O)(c1ccc(C(F)(F)F)cc1)N1CCN(c2nc(-c3ccccc3)nc3ccccc23)CC1,7.2
Cc1ccc(OCCCCn2c(CCNC(=O)C3CCCCC3)nc3ccccc32)cc1,42.3[activator]
c1nc(NCc2ccc3c(c2)OCO3)c2[nH]cnc2n1,-14.4&-16.2
Cc1ccc(Nc2c(-c3ccc(C)s3)nc3cccc(C)n23)cc1,-11.0
Fc1ccccc1-c1ccc(-c2nc3ccc(Cl)cn3c2Nc2ccc(Cl)cc2)o1,-15.0
CN(C(=O)OC(C)(C)C)c1ccc(-c2nc3ccccc3s2)cc1,?
O=C(Nc1nnc(Cc2ccccc2)s1)C1CCN(C(=O)c2cccs2)CC1,-14.2
CN(CCCc1cnc[nH]1)C(=S)NCCCN(Cc1ccc(Cl)cc1)c1ccc(Br)cn1,-2.9
Cc1ccc(Cn2c(C3CCCN3c3nc(-c4ccc(F)cc4)cs3)nc3cc(C(=O)NCCCO)ccc32)cc1 (stereo not drawn),-2.2
O=S(=O)(N1CCN(c2nc(-c3cccs3)nc3ccccc23)CC1)C(F)(F)F,17.1
COc1cc(NC(=O)CSc2nnc3c(n2)[nH]c2ccc(OC)cc23)cc(OC)c1,22.3
CCOc1nc(C#N)nc(N(c2ccccc2)c2ccccc2)n1,-23.3
COc1ccc(-c2nnc3ccc(SC(C)C)nn23)cc1OC,-1.3
O=C(Nc1ccccc1Sc1ccccc1)c1cnn2c1NC(=C1CC1)C=C2C(F)(F)F,7.6
CCCCN(Cc1ccc(Cl)c(Cl)c1)c1ccc(Br)cn1,-9.7
CCc1sc(-c2cc3cccc(OC)c3oc2=O)nc1-c1ccccc1,-17.4
COc1ccc(C2Nc3ccc(NC(C)=O)cc3C(=O)N2Cc2cccc(Cl)c2)cc1COc1ccc(NC(C)=O)cc1 (stereo not drawn),6.1
Nc1cccc(S(=O)(=O)N2CCOCC2)c1,17.5
O=S(=O)(c1ccc(OC(F)(F)F)cc1)N1CCN(c2nc(-c3cccs3)nc3ccccc23)CC1,8.2
COC(=O)c1ccc(C2NC(c3ccc4c(c3)OCO4)=CC(c3ccccc3O)N2)cc1 (stereo not drawn),-20.4
CC(=O)c1ccc(S(=O)(=O)N2CCN(c3nc(-c4ccccc4)nc4ccccc34)CC2)cc1,27.3
c1ccc(-c2cnc(-c3ccccn3)nn2)cc1,?
COc1ccc(-c2nc3ccc(NC(C)=O)cc3c(=O)n2Cc2cccc(Cl)c2)cc1COc1ccc(NC(C)=O)cc1,-3.7
O=S(=O)(c1ccc(F)cc1)N1CCN(c2nc(-c3cccc(Br)c3)nc3ccccc23)CC1,-15.7
Cc1ccc2nc(-c3cccs3)c(Nc3ccccc3)n2c1,19.1
COc1ccc(N2CCN(C(c3ccccc3)c3nnnn3Cc3ccccc3)CC2)cc1 (stereo not drawn),8.9
Cc1ccc(F)cc1NC(=O)COC(=O)c1ccc(S(C)(=O)=O)c([N+](=O)[O-])c1,-9.6
Cc1ccc(OCCNC(=O)CNC(=O)Cc2cccc3ccccc23)cc1,-13.1
COc1ccc(N2CCN(C(c3ccccc3)c3nnnn3C(C)C)CC2)cc1 (stereo not drawn),-2.1
COc1ccc(-c2nc3ccc(NC(=O)CO)cc3c(=O)n2Cc2cccc(Cl)c2)cc1COc1ccc(NC(C)=O)cc1,-5.2
# Next section
SMILES,Giardia kill
O=C(Nc1nc(-c2cccs2)cs1)C1CC(=O)N(c2ccc3c(c2)OCCO3)C1 (stereo not drawn),-27.3
NCCCNC(=S)NCCCN(Cc1ccc(Cl)cc1)c1ccc(Br)cn1,-3.1
CSc1sc(C(=O)O)c2c1C(=O)CC(C)(C)C2,-0.8
CCc1nnc(NC(=O)c2ccccc2NC(=O)C2CCN(C(=O)c3ccco3)CC2)s1,8.5
O=C(Nc1ccc2c(c1)OCO2)c1ccc2c(c1)S(=O)(=O)c1ccccc1C2=O,7.4
COc1cc([C@@H]2c3cc4c(cc3[C@H](O)[C@H]3COC(=O)[C@@H]23)OCO4)cc(OC)c1OC,5.3
CC(=O)NCCCN(Cc1ccc(Cl)c(Cl)c1)c1ccc(Br)cn1,-6.4
CCNc1nc(C#N)nc(N2CCCCC2)n1,4.4
CC1(C)OC(=O)C2(Cc3ccc(Cl)cc3N3CCCCC32)C(=O)O1 (stereo not drawn),8.0
CCCN1CNc2c(c(=O)[nH]c(=S)n2CCc2ccccn2)C1,5.3
COc1cc(C2Nc3ccccc3C(=O)N2Cc2ccco2)ccc1O (stereo not drawn),7.1
O=C(NNc1ccc(F)cc1F)c1cccs1,-1.2
CCCCN(CCCN)c1ccc(Br)cn1,-8.9
Cc1ccc(CN2C(=O)[C@H]3Cc4c([nH]c5ccccc45)C(C)(C)N3C2=O)cc1,32.6[activator]
COc1cc(NC(=O)CSc2nnc3c4ccccc4n(C)c3n2)cc(OC)c1OC,16.0
O=S(=O)(c1ccccc1Br)N1CCN(c2nc(-c3cccs3)nc3ccccc23)CC1,-8.1
O=C1c2ccccc2NC(c2ccc3c(c2)OCO3)N1Cc1ccco1 (stereo not drawn),5.2
Cc1cccc(CN2C(=O)[C@@H]3Cc4c([nH]c5ccccc45)C(C)(C)N3C2=O)c1,4.8
Cc1ccc2nc(-c3ccc(C)o3)c(Nc3ccc4c(c3)OCO4)n2c1,23.0
COC1=C2C[C@H](C)C[C@H](OC)[C@@H](O)[C@@H](C)C=C(C)[C@H](OC(N)=O)[C@@H](OC)C=CC=C(C)C(=O)NC(=CC1=O)C2=O,6.2

# Reprinted at random: 7 compounds from above
SMILES,Giardia kill
CCCCN(CCCN)c1ccc(Br)cn1,-8.9
O=C1c2ccccc2NC(c2ccc3c(c2)OCO3)N1Cc1ccco1 (stereo not drawn),5.2
O=S(=O)(c1ccccc1Br)N1CCN(c2nc(-c3cccs3)nc3ccccc23)CC1,-8.1
COC1=C2C[C@H](C)C[C@H](OC)[C@@H](O)[C@@H](C)C=C(C)[C@H](OC(N)=O)[C@@H](OC)C=CC=C(C)C(=O)NC(=CC1=O)C2=O,6.2
Cc1ccc(CN2C(=O)[C@H]3Cc4c([nH]c5ccccc45)C(C)(C)N3C2=O)cc1,32.6[activator]
COc1cc(NC(=O)CSc2nnc3c4ccccc4n(C)c3n2)cc(OC)c1OC,16.0
Cc1ccc2nc(-c3ccc(C)o3)c(Nc3ccc4c(c3)OCO4)n2c1,23.0

# Additional structures
SMILES,Giardia kill
Nc1nc(NCc2cccc(Cl)c2)c2[nH]cnc2n1,-10.9&5.8
COc1ccc(CN(Cc2ccccc2)C(C)=O)cc1COc1ccc(NC(C)=O)cc1,-12.7
O=S(=O)(c1cccs1)N1CCN(c2nc(-c3cccs3)nc3ccccc23)CC1,3.2
COC(=O)C1=C(C)N(CCCC(=O)O)C(=O)NC1c1ccccc1OS(=O)(=O)c1ccc([N+](=O)[O-])cc1 (stereo not drawn),-4.0
S=C(NCCCN(Cc1ccc(Cl)cc1)c1ccc(-c2ccccc2)cn1)NCCCN(Cc1ccc(Cl)cc1)c1ccc(-c2ccccc2)cn1,-23.7
Oc1ccccc1C1C=C(c2ccc3c(c2)OCO3)NC(c2ccc(Br)cc2)N1 (stereo not drawn),-9.1
Cc1ccc(NNC(=O)c2sccc2Cl)c(C)c1,-6.0
CC1(C)CC(=O)C2=C(C1)NC(Nc1nc3ccccc3o1)=NC2c1ccccc1 (stereo not drawn),-13.8
Cc1ccc(S(=O)(=O)N2CCN(c3nc(-c4ccc(CN5CCNCC5)s4)nc4ccccc34)CC2)cc1,25.2
O=S(=O)(c1cccc(Cl)c1)N1CCN(c2nc(-c3ccccc3)nc3ccccc23)CC1,-19.8
COc1cc(OC)c(-c2nn3c(-c4n[nH]c5c4CCC5)nnc3s2)cc1OC,-16.7&-7.6
COc1ccc(-c2ccncc2)cc1OC,8.2
Nc1nc(NCc2ccc(Cl)cc2)c2[nH]cnc2n1,-4.5
CCCCNC(=O)Cn1c(SCc2cccc(Cl)c2)nc2ccncc21,12.3
CCSc1ncnc2nc[nH]c12,6.8
CCOc1c2c(c(-c3ccc4c(c3)OCO4)c3cc(OC)c(OC)cc13)C(=O)OC2,15.9
O=C(Cc1ccccc1)NCC(=O)OCC(=O)c1ccc2ccccc2c1,-9.7
COc1cccc2cc(-c3nc(-c4ccccc4)c(C)s3)c(=O)oc12,12.1
Cc1ccc(CNc2ncnc3nc[nH]c23)cc1,7.1
Cn1c2c(c3cnc4cc(Cl)ccc4c31)CN(Cc1ccc(Cl)cc1)CC2,10.5
CC(=O)OC1CCC2C3CCC4=CC(=O)CCC4(C)C3CCC2(C)[C@]1(C)O (stereo partly drawn),30.0

# Ordered by number of heavy atoms (high to low): some entries from above
SMILES,Giardia kill
CCOc1c2c(c(-c3ccc4c(c3)OCO4)c3cc(OC)c(OC)cc13)C(=O)OC2,15.9
CC(=O)OC1CCC2C3CCC4=CC(=O)CCC4(C)C3CCC2(C)[C@]1(C)O (stereo partly drawn),30.0
CCCCNC(=O)Cn1c(SCc2cccc(Cl)c2)nc2ccncc21,12.3
Nc1nc(NCc2ccc(Cl)cc2)c2[nH]cnc2n1,-4.5
Cc1ccc(CNc2ncnc3nc[nH]c23)cc1,7.1
COc1ccc(-c2ccncc2)cc1OC,8.2
CCSc1ncnc2nc[nH]c12,6.8

# This is a subset; count on the stated rates, not on these rows.
